NALP1 inh = NALP1 inflammasome inhibitors in reconstituted yeast, colorimetric, S. cerevisiae, triplicate retest. S. cerevisiae NALP1/ASC/caspase-1 growth, X-gal OD620, 72 h. inhibition, % at 10 µM. 0.61% of 280,000 active. AID 2071, 2009; in the data active = inhibition mostly above about 24%, no sharp cut-off; inactive = mostly below about 32%; note: some compounds called inactive have numbers as strong as hits
IMP-1 inhibitor = IMP-1 metallo-beta-lactamase inhibitors, primary screen, biochemical, epi-absorbance readout, Pseudomonas aeruginosa enzyme. inhibition, % at 5.6 µM. 0.45% of 290,000 active. purified IMP-1, nitrocefin hydrolysis, epi-absorbance fluorescence. metallo-beta-lactamase IMP-1 (Pseudomonas aeruginosa);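 active = inhibition above the mean plus 3 SD of all compounds in the same screening run, cut at about 4.5% in these data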;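 note: 0% = IMP-1 with DMSO and 100% = DMSO wells lacking enzyme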
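Material – recombinant IMP-1 enzyme, purified · Amount – IMP-1 0.2 nM before substrate addition · Medium – HEPES buffer pH 7.1 with ZnSO4 and Brij 35 · Timing – 25 °C, 15 min preincubation, 25 min reaction · Measured by – plate fluorescence quenching by hydrolysis product, ex 480/em 530 nm · Read-out – percent enzyme inhibition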
VIM-2 inhibitor = VIM-2 metallo-beta-lactamase inhibitors, primary screen, biochemical, epi-absorbance readout, Pseudomonas aeruginosa enzyme; purified VIM-2, nitrocefin hydrolysis, epi-absorbance fluorescence; 0.89% of 290,000 active; inhibition, % at 5.6 µM;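 active = inhibition above the mean of all tested compounds plus 3 SD, cutoff set per screening run, cut at about 7.5% in these data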;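 note: red hydrolysis product quenches plate fluorescence so inhibitors raise well fluorescence; 0% = enzyme with DMSO and 100% = DMSO without enzyme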
GPR7 antag = GPR7 receptor antagonists, primary screen, cell-based, fluorescence, single concentration | 1.1% of 290,000 active | AID 1861, 2009 | GPR7-expressing cells, fluorescence antagonist assay | Neuropeptides B/W receptor type 1 (Homo sapiens), P48145 | inhibition, % at 4.4 µM; in the data active = inhibition above about 16%, passing the limit was not always enough;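 note: cells stimulated with the agonist NPW; 0% = agonist with vehicle and 100% = vehicle without agonist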
Target sequence (P48145 whole entry, looked up): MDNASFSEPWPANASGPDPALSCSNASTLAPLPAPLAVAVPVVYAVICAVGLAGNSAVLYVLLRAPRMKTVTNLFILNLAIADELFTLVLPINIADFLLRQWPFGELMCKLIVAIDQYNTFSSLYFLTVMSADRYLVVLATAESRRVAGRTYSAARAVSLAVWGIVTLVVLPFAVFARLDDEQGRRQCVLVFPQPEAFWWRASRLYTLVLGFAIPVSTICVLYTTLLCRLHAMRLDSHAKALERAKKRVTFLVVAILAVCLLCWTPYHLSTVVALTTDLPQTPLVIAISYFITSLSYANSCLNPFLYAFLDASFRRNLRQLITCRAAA
M18AAP inhibitor = PfM18AAP inhibitors, malaria aminopeptidase, primary screen, biochemical, QFRET, recombinant enzyme | AID 1822, 2009 | inhibition, % at 7.35 µM | M18 aspartyl aminopeptidase (Plasmodium falciparum 3D7) | H-Glu-NHMec fluorogenic cleavage | 1.2% of 290,000 active;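 active = inhibition above the campaign mean inhibition over all tested compounds plus 3 SD, cut at about 28% in these data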;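 note: 0% = plate median of test compound wells and 100% = 2 mM ZnCl2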
PHOSPHO1 block = PubChem AID 1565. recombinant PHOSPHO1, absorbance phosphatase assay. inhibition, % at 13.3 µM. 1.1% of 290,000 active; in the data active = inhibition above about 60%
Target sequence (Q8TCT1 whole entry, looked up): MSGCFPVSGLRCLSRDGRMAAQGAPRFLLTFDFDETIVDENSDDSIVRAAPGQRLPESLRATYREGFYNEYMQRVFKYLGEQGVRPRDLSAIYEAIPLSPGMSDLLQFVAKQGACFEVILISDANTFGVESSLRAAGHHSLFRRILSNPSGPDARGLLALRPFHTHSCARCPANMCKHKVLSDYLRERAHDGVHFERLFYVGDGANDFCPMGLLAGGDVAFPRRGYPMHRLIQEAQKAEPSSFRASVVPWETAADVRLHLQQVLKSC
pCIP destab = p/CIP-EGFP fusion destabilizers, primary screen, fluorescence, F442A cells | decrease of EGFP signal, % at 10 µM | 0.01% of 290,000 active | Q05BA5 | 16 h;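 active = EGFP signal decrease of at least 30% at 10 µM or well 3 SD below plate mean, unless failing retest; inactive = the rest, including hits failing retest or dose response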; note: some compounds called inactive have numbers as strong as hits; many of its hits are not listed in these tables
IDE inh = human IDE inhibitors in live cells, primary screen, fluorescence polarization, HEK cells, FAbetaB substrate. inhibition, % at 5.59 µM. AID 434962, 2010. 0.41% of 320,000 active. FAbetaB cleavage;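 active = percent inhibition above the average of all tested compounds plus 3 SD, set per screening campaign, cut at about 16% in these data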;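 note: IDE supplied by intact live HEK cells; FP after avidin binding of uncleaved biotin substrate so inhibition keeps polarization high; 0% = DMSO wells and 100% = 60 µM reference IDE inhibitor Ii1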
IDE cell activ = human IDE activators in live cells, primary screen, fluorescence polarization, HEK cells, FAbeta-B substrate. FAbeta-B cleavage; 0% vehicle, 100% cell-free pure enzyme wells. AID 493087, 2011. activation, % at 5.96 µM. 0.073% of 340,000 active. Insulin-degrading enzyme (Homo sapiens), P14735;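 active = activation above the mean of all tested compounds plus 3 SD, set per screening campaign, cut at about 17% in these data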
Numbers without * were called inactive; · = not tested or not shown.

1	CCOc1ccc(NS(=O)(=O)c2ccc(NS(=O)(=O)c3cccs3)cc2)cc1
2	COc1cc(C(=O)O)cc(NC(=O)c2cccs2)c1OC
3	CN=c1sc2ccccc2n1CC(O)c1ccccc1 (configuration not stated)
4	COC(=O)c1ccc2c(=O)n(Cc3ccc(C(=O)NCCCN4CCOCC4)cc3)c(=S)[nH]c2c1
5	CCc1cc2cc(C)cc(C)c2nc1SCC(=O)N1CCCC1
6	COc1ccc(S(=O)(=O)N2CCOCC2)c(C)c1C
7	CC(C)OCC(O)CCc1n[nH]c(=S)n1-c1ccccc1 (configuration not stated)
8	COc1cc([N+](=O)[O-])cc2sc(NC(=O)c3c(F)cccc3F)nc12

compound no.	1	2	3	4	5	6	7	8
IMP-1 inhibitor	-1.4	-2.2	-2.1	-2.2	-3.4	-2.0	-1.3	-2.0
IDE inh	-11	3	1	2	0	-5	-9	4
IDE cell activ	1	10	4	6	-4	2	-3	2
PHOSPHO1 block	32	0	53	17	8	6	-7	7
GPR7 antag	-2	-15	-1	-13	-4	-11	-3	-12
M18AAP inhibitor	0	4	-1	0	-10	1	17	4
pCIP destab	-3	-15	-5	-3	-11	-25	-4	-25
NALP1 inh	8	25	-4	19	3	29	15	0
VIM-2 inhibitor	-0.9	-3.8	-2.6	0.1	-2.5	-1.2	2.8	-1.6

9	COC(=O)CC1SC(=O)NC1=O (configuration not stated)
10	CSc1ccc(C(=O)C2CCCN(C(=O)CCc3cnn(C)c3)C2)cc1 (configuration not stated)
11	CC(=O)N1N=C(c2ccc3ccccc3c2)OC1(C)C
12	CCC(CC)c1nnc(NC(=O)Cc2cccs2)s1
13	C=C(C)CSc1nnc(-c2ccc(OC)c(OC)c2)n1N
14	O=C(O)CNC(=O)c1ccccc1F
15	CCOC(=O)C1(Cc2ccccc2C(F)(F)F)CCN(C(=O)c2cc(C(C)=O)n[nH]2)CC1
16	CCC(C)C(=O)Nc1nc2ccc(S(C)(=O)=O)cc2s1 (configuration not stated)

compound no.	9	10	11	12	13	14	15	16
IMP-1 inhibitor	-5.8	-3.9	-0.7	-1.8	0.5	-1.4	-1.4	-2.9
IDE inh	0	6	-1	1	2	3	-2	1
IDE cell activ	1	-2	-10	6	4	7	3	1
PHOSPHO1 block	16	18	7	20	41	-8	1	-44
GPR7 antag	-5	-1	-3	-3	-2	-5	-8	-8
M18AAP inhibitor	-12	0	-17	40*	1	1	0	2
pCIP destab	8	0	-15	-2	-4	7	-19	13
NALP1 inh	-4	2	60*	-1	16	9	7	18
VIM-2 inhibitor	-3.0	-2.4	1.6	-2.6	-0.4	-0.8	-7.6	-0.4

17	COCCOC(=O)c1c(C)oc2ccc(OCC=C(C)C)cc12
18	O=C(Cn1nc2n(c1=O)-c1ccccc1SC2)N/N=C/c1cccs1
19	Cc1[nH]nc2c1C(c1ccc(F)cc1)C(C#N)=C(N)O2 (configuration not stated)
20	CS(=O)(=O)NCCNc1ncc(C(F)(F)F)cc1Cl
21	CCC(C)NC(=O)c1ccc(CSCc2ccccc2Cl)o1 (configuration not stated)
22	COc1ccc(S(=O)(=O)N(C)c2ccc(C(=O)NCC3CCCO3)cc2)cc1 (configuration not stated)
23	COc1ccc(N2C(=NC(=O)C3CCCO3)SC3CS(=O)(=O)CC32)cc1 (configuration not stated)
24	CCn1c(=NC(=O)c2ccco2)sc2cccc(F)c21

compound no.	17	18	19	20	21	22	23	24
IMP-1 inhibitor	-4.2	-4.0	-2.9	-3.4	-1.3	0.2	-5.4	-0.2
IDE inh	3	5	8	2	-3	3	7	2
IDE cell activ	1	9	1	1	2	1	1	7
PHOSPHO1 block	6	8	-6	32	38	2	47	34
GPR7 antag	-15	-13	-6	-7	0	6	-9	-7
M18AAP inhibitor	-39	-4	3	10	4	-2	-1	-10
pCIP destab	-3	4	-17	-10	-13	9	-3	0
NALP1 inh	4	·	-19	-28	10	15	-5	32
VIM-2 inhibitor	-4.9	-4.0	-4.6	-2.4	-0.1	-2.1	-3.0	-0.3

25	Cc1ccc(C(=O)Cn2c3[n+](c4ccccc42)CC(O)CS3)cc1 (configuration not stated)
26	CNC1(c2nnnn2-c2ccccc2C)CCOC(C)(C)C1 (configuration not stated)
27	Nc1c(C(O)(C(F)(F)F)C(F)(F)F)ccc2ccccc12
28	Cc1ccccc1C(=O)NC1CCN(CC(=O)Nc2c(C)cccc2C)CC1
29	CCN(C(=O)CSC1=Nc2ccccc2C2CC=NN12)C1CCS(=O)(=O)C1 (configuration not stated)
30	O=C(Nc1ccc2c(c1)OCO2)Nc1cnccn1
31	COc1ccccc1N1CCN(c2ccc([N+](=O)[O-])cc2Cl)CC1
32	O=C(CCc1nc2ccccc2n1-c1ccccc1)NCCO

compound no.	25	26	27	28	29	30	31	32
IMP-1 inhibitor	-3.1	-1.4	-3.0	-0.9	-1.1	-1.5	-2.6	-0.5
IDE inh	5	-1	·	1	-2	-1	2	6
IDE cell activ	5	7	6	0	-1	3	3	0
PHOSPHO1 block	25	11	16	-32	-10	11	-9	6
GPR7 antag	4	-2	-13	-6	-3	-13	-7	-9
M18AAP inhibitor	-1	-5	-2	-6	4	16	-2	0
pCIP destab	-2	-6	2	-8	3	-2	-2	5
NALP1 inh	-18	5	5	-2	0	11	·	32
VIM-2 inhibitor	-4.1	-1.6	-3.7	-1.3	1.0	-3.5	-0.8	-3.6

33	CCC(CC)C(=O)Nc1ccc(-c2cn3cccnc3n2)cc1
34	CCCCC(=O)Nc1ncc(Br)s1
35	CCOc1ccc(C(=O)CCC(=O)NC(CC(C)C)C(=O)OC)cc1 (configuration not stated)
36	CCOC(=O)C1CCCN(C(=O)CN2C(=O)/C(=C/c3ccc(OC)cc3)Oc3ccccc32)C1 (configuration not stated)
37	Cc1nnc(NC(=O)CSC2=NN3CCCC(=O)N=C3S2)s1
38	Brc1ccc2c(c1)[C@H]1OCC[C@H]1[C@@H](c1cccs1)N2
39	COCC(=O)N1CCC(Oc2ccc(C(=O)NC3Cc4ccccc4C3)cc2)CC1
40	CCOC(=O)C1CCN(c2ncnc3nc[nH]c23)CC1

compound no.	33	34	35	36	37	38	39	40
IMP-1 inhibitor	-3.3	-0.6	-3.2	-2.0	-2.9	0.9	-1.9	-2.0
IDE inh	-3	9	8	9	-6	-4	3	0
IDE cell activ	4	1	6	-7	0	-4	3	1
PHOSPHO1 block	35	7	18	-52	29	36	37	-6
GPR7 antag	-17	-10	-4	1	-16	0	-19	-10
M18AAP inhibitor	4	7	-6	0	2	-7	-2	5
pCIP destab	2	-5	4	-21	-3	3	1	0
NALP1 inh	-6	24	1	-16	2	20	2	18
VIM-2 inhibitor	-3.2	-2.7	-0.6	-2.0	-2.3	1.8	0.0	-2.0

Molecules listed so far that have a COOH group (2):
2	COc1cc(C(=O)O)cc(NC(=O)c2cccs2)c1OC
14	O=C(O)CNC(=O)c1ccccc1F

compound no.	2	14
IMP-1 inhibitor	-2.2	-1.4
IDE inh	3	3
IDE cell activ	10	7
PHOSPHO1 block	0	-8
GPR7 antag	-15	-5
M18AAP inhibitor	4	1
pCIP destab	-15	7
NALP1 inh	25	9
VIM-2 inhibitor	-3.8	-0.8

New compounds follow.
41	[O-]/[N+](=C/c1ccc(F)cc1)c1ccccc1
42	NC(Cc1ccc(O)cc1)c1cn([C@@H](CCC(=O)O)C(=O)N2CCNCC2)nn1 (some centres not stated)
43	CCOc1ccc(NS(=O)(=O)c2ccc(C)c(C(N)=O)c2)cc1
44	Cc1ccc2oc(C(=O)Nc3c(C)n(C)n(-c4ccccc4)c3=O)c(C)c2c1
45	Cc1ccc(OCc2n[nH]c(=S)n2C2CCCCC2)cc1
46	c1ccc(-c2noc(CN3CCOCC3)n2)cc1
47	CCOC(=O)Cc1cnc(NC(=O)CSc2nc(N)cc(N)n2)s1
48	O=C(O)c1ccc(NCc2cccs2)cc1

compound no.	41	42	43	44	45	46	47	48
IMP-1 inhibitor	-2.2	-1.0	-2.5	-1.1	-5.7	-0.6	-3.7	-2.4
IDE inh	2	1	5	·	5	-2	-1	-1
IDE cell activ	-4	8	1	·	0	1	-7	2
PHOSPHO1 block	14	-20	35	·	91*	32	16	29
GPR7 antag	7	-5	-8	0	-10	3	-4	5
M18AAP inhibitor	18	-1	1	-3	-4	-7	0	3
pCIP destab	2	0	3	·	-7	5	-2	-14
NALP1 inh	14	4	12	·	12	-7	11	20
VIM-2 inhibitor	-0.2	-1.8	-1.5	-3.5	-7.2	-1.4	-1.3	-0.9

49	CCc1ncc(C(O)c2cccc3ccccc23)n1C (configuration not stated)
50	CC(C)(C)c1cc(CN2CCC(O)CC2)cc(C(C)(C)C)c1O
51	OC1CCN(c2ncnc3nc[nH]c23)CC1
52	O=C(Cn1c(-c2cncs2)nc2ccccc21)NCCc1ccccc1
53	S=C(NCCc1ccccc1)N/N=C/c1ccc(Cl)cc1
54	O=C(O)c1cc(S(=O)(=O)N2CCN(C(c3ccccc3)c3ccccc3)CC2)ccc1Cl
55	COc1ccccc1/C=C/c1ccc2cccc(O)c2n1
56	C/C(=N\n1c(C)nc2ccccc2c1=O)c1ccc(C)o1

compound no.	49	50	51	52	53	54	55	56
IMP-1 inhibitor	-1.9	-2.6	-2.8	-3.4	-2.3	-5.1	-1.4	-2.9
IDE inh	12	-3	1	1	-1	4	-3	3
IDE cell activ	4	4	-3	7	8	4	-1	2
PHOSPHO1 block	-45	21	-12	4	22	24	46	44
GPR7 antag	-7	3	-14	-5	2	-7	-17	-11
M18AAP inhibitor	0	10	7	3	-14	3	6	2
pCIP destab	-2	-16	-5	-9	-20	-6	-8	-17
NALP1 inh	-4	10	31	7	·	13	2	9
VIM-2 inhibitor	-3.0	-6.9	-1.6	-3.8	-2.1	-3.4	-2.1	-3.7

Quoted from above: compounds 49–51
49	CCc1ncc(C(O)c2cccc3ccccc23)n1C (configuration not stated)
50	CC(C)(C)c1cc(CN2CCC(O)CC2)cc(C(C)(C)C)c1O
51	OC1CCN(c2ncnc3nc[nH]c23)CC1

compound no.	49	50	51
IMP-1 inhibitor	-1.9	-2.6	-2.8
IDE inh	12	-3	1
IDE cell activ	4	4	-3
PHOSPHO1 block	-45	21	-12
GPR7 antag	-7	3	-14
M18AAP inhibitor	0	10	7
pCIP destab	-2	-16	-5
NALP1 inh	-4	10	31
VIM-2 inhibitor	-3.0	-6.9	-1.6

(continued)
57	CCN(CC(=O)NC1CCS(=O)(=O)C1)c1nc(-c2ccccc2)nc2ccccc12 (configuration not stated)
58	CCCC12CN3CCN(CC(C3)/C1=N\NC(=O)c1ccc(F)cc1)C2
59	COC(=O)c1cccc(NC(=S)Nc2cccc(Cl)c2Cl)c1
60	COc1ccc(OCC(=O)NCCNC(=O)c2ccncc2)cc1

compound no.	57	58	59	60
IMP-1 inhibitor	-0.2	-3.3	-3.8	-0.6
IDE inh	4	6	0	3
IDE cell activ	2	3	-3	5
PHOSPHO1 block	-6	-23	-1	40
GPR7 antag	4	-11	-15	-9
M18AAP inhibitor	-1	3	-2	3
pCIP destab	-1	5	-2	-6
NALP1 inh	6	25	25	-2
VIM-2 inhibitor	2.9	-4.4	-2.3	-2.0

Screens: PubChem BioAssay, several laboratories
